# Screening results as filed in PubChem BioAssay.
# Efflux pump inh – inhibitors of Candida efflux pumps in yeast, primary screen, S. cerevisiae, Nile Red, multiplex | S. cerevisiae Candida pump triplex | inhibition, % at 10 µM | 330,000 tested, 0.44% active;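 active means plate passing quality check with inhibition over a set limit, or well fluorescence over plate mean plus 4 SD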;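 further: Nile Red retained in pooled yeast measured as flow cytometry median fluorescence; 0% = buffer negative control and 100% = Enniatin B positive control; higher means more Nile Red kept so more efflux inhibition; some compounds called inactive have numbers as strong as hits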
# PP1 inh – PP1-alpha phosphatase inhibitors, primary screen, counter-screen for PP5 inhibitor project, biochemical, fluorescence, OMFP substrate, single point; purified PP1alpha; inhibition, % at 6.7 µM; 320,000 tested, 0.9% active;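 active means inhibition above the mean inhibition of all tested compounds plus 3 SD, computed separately for each screening campaign, cut at about 15% in these data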
# Target sequence (P62136 whole entry, looked up): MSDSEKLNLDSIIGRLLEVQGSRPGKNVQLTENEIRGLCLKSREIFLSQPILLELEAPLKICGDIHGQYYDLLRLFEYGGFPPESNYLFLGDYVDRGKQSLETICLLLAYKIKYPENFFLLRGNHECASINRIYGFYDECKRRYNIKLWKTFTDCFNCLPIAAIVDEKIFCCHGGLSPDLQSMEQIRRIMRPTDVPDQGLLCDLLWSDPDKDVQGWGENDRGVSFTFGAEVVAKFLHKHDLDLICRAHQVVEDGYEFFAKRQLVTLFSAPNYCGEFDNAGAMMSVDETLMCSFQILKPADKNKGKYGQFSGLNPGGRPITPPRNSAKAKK
# Fh CTSL1 inh – Fasciola hepatica cathepsin L1 inhibitors, primary screen, counter-screen for PFM18AAP inhibitor project, biochemical, QFRET, fluorogenic peptide substrate. recombinant F. hepatica cathepsin L1, Z-Leu-Arg-MCA fluorescence. inhibition, % at 5.96 µM. AID 1906, 2009. 300,000 tested, 0.49% active;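 active means inhibition above the mean of all tested compounds plus 3 SD, set per screening campaign, cut at about 17% in these data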;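 further: 0% = plate median of test compound wells and 100% = 1 µM Z-Phe-Ala-diazomethylketone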
# HCV core dimer – inhibitors of HCV core protein dimerization, primary screen, biochemical, TR-FRET, high-throughput; TR-FRET GST/Flag-core106 dimerization, 1536-well; inhibition, % at 5 µM; 300,000 tested, 0.33% active; AID 1899, 2009;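 active means inhibition above the mean of all tested compounds plus 3 SD, set per screening campaign, cut at about 45% in these data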
#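 Assay system: tagged HCV core106 pair (GST and Flag); medium: KF-containing HEPES buffer, pH 7.45, DTT, CHAPS, BSA; also added: Eu donor and XL665 acceptor anti-tag antibodies; dosing: 5 µM single dose; timing: compound-protein-antibody incubation 4 h at 22.5 °C; signal: TR-FRET 671 and 617 nm emission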
# JMJD2C inh – inhibitors of GASC-1 histone demethylase, primary screen, biochemical, fluorescence, DELFIA europium; Lysine-specific demethylase 4C (Homo sapiens), Q9H3R0; GST-JMJD2C(1-420) H3K9me3 demethylation; inhibition, % at 2.35 µM; 330,000 tested, 0.069% active;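 active means more than half of a compound's replicate wells show inhibition beyond 50%, single wells judged on their own value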;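 further: signal counts dimethyl H3K9 product captured on neutravidin plate; 0% = median of DMSO wells and 100% = 0.3 times that DMSO median; strong numbers were not always called active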
# LYPLA2 counter – LYPLA2 inhibitors, primary screen, counter-screen for PME1 inhibitor project, biochemical, fluorescence polarization, FP-Rh probe ABPP; inhibition, % at 5.9 µM; 320,000 tested, 0.38% active; recombinant LYPLA2;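 active means inhibition above the screen-wide mean plus 3 SD, limit set per campaign, cut at about 26% in these data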;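 further: 0% = LYPLA2 with DMSO and 100% = wells lacking LYPLA2 enzyme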
# Target sequence (O95372 whole entry, looked up): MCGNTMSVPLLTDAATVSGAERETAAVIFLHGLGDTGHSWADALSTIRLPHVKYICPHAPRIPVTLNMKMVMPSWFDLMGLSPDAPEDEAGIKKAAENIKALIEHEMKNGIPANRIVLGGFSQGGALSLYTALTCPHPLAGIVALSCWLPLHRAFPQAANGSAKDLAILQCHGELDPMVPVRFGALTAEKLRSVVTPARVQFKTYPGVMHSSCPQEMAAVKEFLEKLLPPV
# TPT1 inhibitor – Candida albicans TPT1 enzyme inhibitors, primary screen, biochemical, fluorescence polarization; tRNA 2'-phosphotransferase TPT1 (Candida albicans SC5314); recombinant caTPT1, FP RNA substrate dephosphorylation; inhibition, % at 5 µM; 300,000 tested, 0.81% active;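 active means inhibition above the mean of all tested compounds plus 3 SD, set per screening campaign, cut at about 24% in these data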;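 further: plate controls were DMSO alone for no effect and ferristatin control at 100 nM for full effect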
# PP5 inh – PP5 phosphatase inhibitors, primary screen, biochemical, fluorescence. Serine/threonine-protein phosphatase 5 (Homo sapiens), P53041. purified PP5c, OMFP substrate fluorescence. inhibition, % at 6.7 µM. 320,000 tested, 0.18% active;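 active means inhibition above the campaign's mean inhibition across all tested compounds plus 3 SD, cut at about 9.5% in these data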;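 further: 0% = DMSO only and 100% = 100 µM cantharidin control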
# Target sequence (P53041 whole entry, looked up): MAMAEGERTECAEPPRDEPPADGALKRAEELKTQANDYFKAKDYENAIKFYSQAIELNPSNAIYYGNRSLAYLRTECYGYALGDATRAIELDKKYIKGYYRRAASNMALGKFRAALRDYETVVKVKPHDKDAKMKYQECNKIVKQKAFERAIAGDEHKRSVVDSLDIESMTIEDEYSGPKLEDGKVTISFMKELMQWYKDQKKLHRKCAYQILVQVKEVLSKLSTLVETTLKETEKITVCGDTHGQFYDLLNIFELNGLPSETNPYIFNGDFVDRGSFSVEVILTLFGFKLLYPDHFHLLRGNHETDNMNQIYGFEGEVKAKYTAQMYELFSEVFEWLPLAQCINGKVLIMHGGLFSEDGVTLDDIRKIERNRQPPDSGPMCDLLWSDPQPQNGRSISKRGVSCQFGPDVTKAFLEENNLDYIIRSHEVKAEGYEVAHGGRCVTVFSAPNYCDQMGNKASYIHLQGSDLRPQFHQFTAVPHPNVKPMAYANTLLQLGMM
# PREPL inhibitor – PREPL enzyme inhibitors, primary screen, biochemical, fluorescence polarization | Prolyl endopeptidase-like (Homo sapiens), Q4J6C6 | recombinant PREPL, fluorescence polarization activity-based probe | 320,000 tested, 0.68% active | AID 2751, 2010 | inhibition, % at 5.96 µM; in the data active means inhibition above about 43%;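 further: 0% = enzyme with DMSO and 100% = wells lacking enzyme; many of its hits are not listed in these tables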
# Numbers without * were called inactive; i = inactive; x = no result given. Not all compounds are listed, so the mix of outcomes need not match the whole.
SMILES,Efflux pump inh,PP1 inh,Fh CTSL1 inh,HCV core dimer,JMJD2C inh,LYPLA2 counter,TPT1 inhibitor,PP5 inh,PREPL inhibitor
NNC(=O)C1CC1c1ccccc1 (stereo not given),0.0,1,-2,-9,-20,1,2,1.2,-18
COc1ccc2c(n1)Sc1nc3ccccc3nc1N2,0.0,-1,1,-38,4,-2,41*,0.1,-1
COC(=O)c1cc(CSc2nnc(-c3ccccc3)c(-c3ccccc3)n2)oc1C,0.0,-2,2,21,5,-4,4,-7.1,2
O=C(CCC(=O)NNC(=O)Cc1ccccc1)NCc1ccccc1,0.0,-3,-5,2,1,2,-3,0.4,-5
CCOc1ccc(CNCCNC(=O)c2nonc2N)cc1,0.1,-4,0,-3,1,-1,2,-2.4,-1
Cc1nc(CNS(=O)(=O)c2cccc(F)c2)cs1,0.1,-3,-2,-3,17,9,0,0.5,2
CC(C)N(Cc1ccccc1)C(=O)CSc1nccn1C,0.2,-4,-6,-1,-4,3,5,0.0,14
CCNc1nc(NCc2ccccc2)nc(Oc2ccc(=O)[nH]n2)n1,0.0,-5,1,-2,8,-2,0,-0.1,-2
C/C=C1\C(OC2OC(CO)C(O)C(O)C2O)OC=C(C(=O)OC)C1CC(=O)OCC1C(C)C(OC(=O)CC2C(C(=O)OC)=COC(OC3OC(CO)C(O)C(O)C3O)/C2=C\C)CC1C(CO)CO (stereo not given),0.1,-7,1,0,-23,-6,-6,0.9,2
CCOC(=O)c1cnc2ccccc2c1Nc1ccc(C(=O)O)cc1,-0.2,-2,4,6,-2,-6,-3,-1.2,1
CC(NC(=O)c1ccc(Cl)cc1Cl)C(c1ccccc1)N1CCOCC1 (stereo not given),0.2,-4,-2,-2,i,-8,1,-0.1,4
N=c1c2c3c(sc2ncn1N)CCCC3,0.3,-4,3,-2,9,-4,-2,0.3,20
CC1CC1c1ccc(/C=C(\C#N)C(=O)Nc2cc(Cl)ccc2Cl)o1 (stereo not given),-0.2,-3,2,3,-10,-16,7,0.9,5
CC(=O)NCCN=C(C)c1sc2ccccc2c1O,0.0,5,-6,-18,2,-2,1,-5.2,-10
Cc1ccc(C(c2nnnn2C2CCCC2)N2CCc3ccccc32)cc1 (stereo not given),-0.1,7,2,18,-8,1,2,0.4,4
CCc1sc(N2C(=O)C3C4CCC(C4=C(C)C)C3C2=O)nc1-c1ccccc1 (stereo not given),-0.4,5,0,5,-6,0,-2,0.5,-7
Cc1ccc(C)c(NC(=S)N2CCN(CCO)CC2)c1,0.1,-4,-3,11,4,3,-3,1.0,-1
COc1ccccc1C(=O)COC(=O)c1cc([N+](=O)[O-])ccc1N1CCOCC1,0.0,0,2,2,84,3,0,1.7,-7
O=[N+]([O-])c1cc(-c2ncccn2)cs1,0.1,-2,0,-12,-3,1,-2,3.9,1
COc1cccc(CN2CCN(C(=O)c3oc4c(F)cccc4c3C)CC2=O)c1,-0.1,2,7,-12,19,-4,2,-6.5,8
COc1cc(C(=O)N/N=c2/sc3ccccc3n2C)cc(OC)c1OC,0.3,-9,3,-11,-7,4,-1,3.4,9
Cc1cccc(/C=N/n2c(-c3cc(-c4ccccc4)n[nH]3)n[nH]c2=S)c1,-0.1,4,0,0,-2,2,-3,2.1,6
COc1ccccc1-c1coc2cc(O)cc(O)c2c1=O,-0.2,-1,3,2,4,-4,-2,-1.2,-4
COc1ccccc1N(CC(=O)Nc1cccc(C(F)(F)F)c1)S(C)(=O)=O,0.1,2,-3,6,52,-3,-4,5.2,-14
COc1ccc(CCNC(=O)CC(=O)N/N=C/c2ccc(C(=O)O)cc2)cc1OC,0.0,-4,1,-7,-1,1,2,1.6,4
CNC(=O)COC(=O)/C=C/c1ccc(F)cc1,0.0,-1,-8,0,-17,-2,-3,-1.7,-8
NNC(=O)c1cc2nc(-c3cccs3)cc(C(F)(F)F)n2n1,-0.1,6,-2,11,-2,-13,1,-0.5,-1
CN(c1ccc(C(=O)Nc2ccc(CC#N)cc2)cc1)S(C)(=O)=O,-0.1,-2,-4,-3,-7,8,0,3.1,-14
CCOC(=O)N1CCOCCOCCN(C(=O)OCC)CCOCC1,0.0,0,-1,-1,-3,9,-2,-2.4,18
O=C(Cc1ccccc1F)c1ccc(O)cc1O,-0.1,-1,0,0,-2,-1,-4,0.3,-1
Cn1c(=O)[nH]c(=O)c2c1nc(CN1CCN(c3ccc(F)cc3)CC1)n2CCN1CCOCC1,0.0,-4,-7,-1,-9,1,0,0.4,3
O/N=C1\CCCC\C1=C/c1ccccc1,-0.2,-1,-1,-7,10,12,-3,2.4,7
Cc1nnc(NNS(=O)(=O)c2ccc(Cl)cc2)[nH]c1=O,0.2,-2,0,-2,2,-2,4,0.4,2
COc1cc(OC)cc(C(=O)N2CCCC(Nc3ccc(F)cc3)C2)c1 (stereo not given),0.5,0,0,-7,4,-10,3,-5.6,9
CC1CCN(C(=O)COC(=O)[C@H](C)NS(=O)(=O)/C=C/c2ccccc2)CC1,0.0,1,-8,-5,-3,6,-3,-0.5,-4
COc1ccc(OCCn2cncn2)cc1,0.0,1,0,-1,-15,-2,-1,2.8,0
CN1CCN(c2ccccc2NC(=O)c2ccc(-c3ccccc3[N+](=O)[O-])o2)CC1,-0.3,-2,2,7,2,9,0,-1.4,24
N/C(Cc1ccc([N+](=O)[O-])cc1)=N\OC(=O)COc1ccc2ccccc2c1,-0.1,-2,-22,4,2,-1,1,2.8,8
CC1CCC(NC(=O)CSc2ccc(S(=O)(=O)N(C)C)cn2)CC1 (stereo not given),0.0,1,x,x,4,4,x,1.4,7
O=C(COc1ccccc1[N+](=O)[O-])Nc1ccc(Br)cc1,0.1,-1,0,4,7,-6,1,-0.5,11

# By substructure, those above with two or more sulfur atoms (two)
SMILES,Efflux pump inh,PP1 inh,Fh CTSL1 inh,HCV core dimer,JMJD2C inh,LYPLA2 counter,TPT1 inhibitor,PP5 inh,PREPL inhibitor
Cc1nc(CNS(=O)(=O)c2cccc(F)c2)cs1,0.1,-3,-2,-3,17,9,0,0.5,2
CC1CCC(NC(=O)CSc2ccc(S(=O)(=O)N(C)C)cn2)CC1 (stereo not given),0.0,1,x,x,4,4,x,1.4,7

# (cont.)
SMILES,Efflux pump inh,PP1 inh,Fh CTSL1 inh,HCV core dimer,JMJD2C inh,LYPLA2 counter,TPT1 inhibitor,PP5 inh,PREPL inhibitor
Cc1ccccc1OCCC(=O)Nc1ccc(N2CCOCC2)cc1N1CCOCC1,-0.1,-4,-2,-5,-39,3,-1,0.1,43*
COCCCNC(=O)C1CCN(c2ccc(N3CCOCC3)nn2)CC1,0.2,-1,-1,-3,4,-4,3,0.9,11
S=c1nc(-c2ccc(Cl)cc2)[nH][nH]1,0.2,-3,3,2,62,-8,0,0.5,4
O=C(NC1CCCCC1)c1cc([N+](=O)[O-])ccc1N1CCCCC1,0.5,0,0,2,8,-1,2,-1.3,0
COc1ccc([C@H]2CC(=O)C=C(c3cccc(OCc4ccccc4)c3)C2)cc1,-0.5,3,x,x,5,11,x,1.1,10
COC(=O)c1ccccc1NC(=O)C(C)NS(=O)(=O)c1ccc(OC)cc1 (stereo not given),-0.1,3,0,6,5,-4,-1,-3.0,9
CCOc1ccccc1CNCCOC,0.1,4,2,6,16,3,1,0.6,1
Cc1ccnc(NC(=O)c2ccco2)n1,0.0,-2,-3,-2,x,10,-3,1.2,6
Cc1ccc(NC(=O)CSc2nnc(-c3ccco3)o2)c(C)c1,0.0,-4,2,2,-4,-1,-4,-2.2,-2
CCOc1ccc2[nH]c3nc(SCC(=O)NC4CC4)nnc3c2c1,0.2,0,4,-7,-2,4,-2,0.5,8
CCOC(=O)c1nc2c(=O)n(C)c(=O)n(C)c2n(C)c1=O,-0.1,-4,-6,-1,7,4,-3,0.7,11
O=C(CCCl)N1CCCC2(CCCCC2)C1,-0.1,2,-2,5,1,2,-5,-1.2,-4
CC1C(=O)Nc2ccc(S(=O)(=O)N3CCN(c4cccc(C(F)(F)F)c4)CC3)cc2NC1=O (stereo not given),0.0,1,1,8,3,0,0,3.0,-1
COc1cc(/C=N/NC(=O)CCN2CCN(c3ccccc3)CC2)cc(OC)c1OC,0.2,3,1,-1,-3,4,-3,4.1,6
CCOC(=O)N1CCC(N2CCN(S(=O)(=O)c3ccc(OC)cc3)CC2)CC1,0.0,-1,0,3,-6,4,4,-1.3,-2
COc1ccc(/C=N/NC(=O)Cn2cnc3c2c(=O)n(C)c(=O)n3C)cc1,0.0,-5,-2,-1,-28,4,-3,-0.5,1
O=C(O)CSCC(=O)N(Cc1ccccc1)c1nc(-c2ccccc2)c(-c2ccccc2)s1,0.3,26*,3,19,8,-2,-1,6.4,-10
COc1ccc2c(c1)c(N=O)c(O)n2C,0.0,-1,-2,-11,1,-5,-1,3.6,18
O=C(NCC(=O)N1CCN(c2ccccc2O)CC1)c1ccc2ccccc2c1,0.2,6,-9,45,0,5,-2,-1.0,17
CC(=O)Nc1ccc(C(=O)CSc2nc3ccc(C)cc3[nH]2)cc1,-0.5,1,-3,40,7,-1,5,-2.4,3
CCOC(=O)N1CCN(C(=O)CC(C(=O)N2CCc3ccccc32)n2ccnc2)CC1 (stereo not given),-0.1,-5,-1,2,-4,-4,1,-1.9,7
CCC(C(=O)NCc1ccco1)n1nc(C)c2c(C)n(-c3ccccc3)nc2c1=O (stereo not given),0.0,-2,6,8,-1,5,-3,1.6,0
COc1ccc(C2C=C(c3cccs3)Nc3nc(CCCO)nn32)cc1 (stereo not given),-0.1,-4,-4,8,x,-2,-52,-3.1,5
Cc1ccc2oc(C(=O)N3CCC(O)(c4ccccc4)CC3)c(C)c2c1,0.0,0,2,0,1,-1,-1,4.0,1
Cc1cc(=O)oc2cc(OCC(=O)NC3CCN(Cc4ccccc4)CC3)ccc12,0.0,-1,0,5,-6,5,0,-0.6,-3
CCN1CCN(C(=O)c2ccc(Cl)c(S(=O)(=O)N3CCCCCC3)c2)CC1,0.0,-4,-5,-6,8,6,0,-1.3,-1
COc1ccc(S(=O)(=O)N2CCC(C(=O)NCc3ccccn3)CC2)cc1OC,0.0,-4,4,-3,3,0,1,0.1,7
COc1ccccc1N1CCN(C(=O)Nc2ccc(F)c(Cl)c2)CC1,-0.1,-3,8,-1,-2,4,1,2.3,6
O=C(COC(=O)c1ccc([N+](=O)[O-])o1)Nc1nc2ccccc2s1,-0.1,-3,-10,10,0,-3,5,3.2,6
CCOC(=O)c1cc(CC)sc1NC(=O)COC,0.1,-5,-1,-6,24,-2,-1,-0.3,1
O=C(CN1C(=O)c2cccc3cccc1c23)Nc1ccc2c(c1)OCO2,0.1,3,0,25,9,0,5,2.1,5
CC(C)NC(=O)COC(=O)/C=C/c1ccc(F)cc1,0.0,3,-8,-4,-1,1,-21,-2.0,2
